Screening results from PubChem.
thrombin 1536: thrombin (human) inhibition; inhibition, % at 5 µM; 0.26% of 220,000 active; P00734; alpha-thrombin, Boc-VPR-AMC fluorogenic substrate cleavage; AID 1046;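 active = inhibition at or above 40%; inactive = inhibition below 40%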;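 note: 0% = enzyme with no compound and 100% = wells without enzyme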
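signal = AMC fluorescence, 355/460 nm | material = human alpha-thrombin enzyme | control set = enzyme without compound as high, wells lacking enzyme as low | times = reaction at room temperature | read-out basis = percent inhibition scaled between no-compound controls and no-enzyme blanks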
Hck-Nef inh: human Hck-Nef kinase inhibition; Recombinant Hck-YEEI plus Nef, Z-Lyte FRET kinase assay; inhibition, % at 20 µM; 0.68% of 220,000 active;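 active = Hck-Nef kinase inhibition above about 50%, limit read from the data; inactive = inhibition below that limit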;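 note: 0% = DMSO with Hck plus Nef and 100% = Hck alone without Nef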
FXIa inh 1536: blocks human coagulation factor XIa protease activity | P03951 | purified FXIa, Boc-Glu-Ala-Arg-AMC fluorogenic substrate | inhibition, % at 5 µM | 0.14% of 220,000 active | AID 798;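 active = inhibition of at least 40%; inactive = inhibition below 40%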;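 note: fluorescence of freed AMC excited at 355 nm; 0% = enzyme without compound and 100% = no enzyme blank; many of its hits are not listed in these tables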
14-3-3 Bad inh: disrupts binding of bovine 14-3-3 zeta to phospho-Bad peptide; P63103; inhibition, % at 21.7 µM; 0.71% of 220,000 active; TR-FRET 14-3-3zeta/Dy647-pBad peptide displacement, 1 h;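 active = inhibition above about 70%, limit read from the data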;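 note: 0% = full 14-3-3 plus peptide FRET controls and 100% = background without 14-3-3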
Target sequence (P63103 whole entry, looked up): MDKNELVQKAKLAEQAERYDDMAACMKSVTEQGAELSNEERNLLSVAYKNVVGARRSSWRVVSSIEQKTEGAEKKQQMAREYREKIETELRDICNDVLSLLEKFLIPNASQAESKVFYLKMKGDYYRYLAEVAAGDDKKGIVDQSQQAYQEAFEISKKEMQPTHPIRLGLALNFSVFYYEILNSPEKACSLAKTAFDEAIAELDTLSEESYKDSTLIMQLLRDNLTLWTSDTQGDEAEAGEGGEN
Wee1 degr inh: blocks degradation of human Wee1 kinase; P30291; reporter increase, % at 5 µM; 1.2% of 220,000 active; HeLa Luc-Wee1K328M stability, luciferase luminescence; 100% = proteasome inhibitor MG132 effect; AID 1321;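 active = activation above the mean of all tested compounds plus 3 SD, set per screening run, cut at about 8.8% in these data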;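 note: cells exposed to compound for 20 h before luminescence read; 0% = DMSO alone and 100% = MG132 at 30 µM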
FXIIa inh: inhibitors of human coagulation factor XIIa; 0.3% of 220,000 active; inhibition, % at 5 µM; purified FXIIa, Boc-QGR-AMC fluorogenic substrate, 2 h; P00748; AID 800; in the data active = inhibition above about 40%;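 note: 0% = enzyme with no compound and 100% = blank without enzyme; many of its hits are not listed in these tables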
Target sequence (P00748 20-372 limits assumed): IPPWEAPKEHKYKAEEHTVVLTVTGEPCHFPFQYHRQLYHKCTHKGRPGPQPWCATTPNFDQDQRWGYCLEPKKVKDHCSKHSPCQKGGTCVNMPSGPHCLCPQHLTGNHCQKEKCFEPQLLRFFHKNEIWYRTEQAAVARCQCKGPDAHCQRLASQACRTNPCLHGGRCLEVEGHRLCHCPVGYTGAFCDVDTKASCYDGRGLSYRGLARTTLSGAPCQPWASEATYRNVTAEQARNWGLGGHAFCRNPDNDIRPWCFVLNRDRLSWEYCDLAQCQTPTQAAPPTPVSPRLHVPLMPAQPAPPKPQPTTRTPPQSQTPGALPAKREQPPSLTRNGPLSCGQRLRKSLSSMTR
Target sequence (P00748 373-615 limits assumed): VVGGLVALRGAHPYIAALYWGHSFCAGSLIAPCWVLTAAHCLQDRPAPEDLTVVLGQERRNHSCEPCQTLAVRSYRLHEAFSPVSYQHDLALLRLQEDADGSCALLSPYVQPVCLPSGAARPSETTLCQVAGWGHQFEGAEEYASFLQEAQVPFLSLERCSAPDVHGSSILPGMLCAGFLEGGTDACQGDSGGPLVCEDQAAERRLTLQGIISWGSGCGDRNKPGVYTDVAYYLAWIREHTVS
Runt-SMMHC FRET: inhibitors of human RUNX1 Runt domain binding to CBFb-SMMHC; Q01196+Q13951; Cerulean-Runt/Venus-CBFb-SMMHC FRET ratio 530/480, 1 h; inhibition, % at 20 µM; 0.74% of 220,000 active; AID 1434;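 active = mean inhibition across duplicate retests at 20 µM reaching about 50%, limit read from the data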;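 note: 0% = DMSO wells and 100% = wells with excess untagged CBFb-SMMHC; inhibitors lower the FRET ratio by blocking Runt binding to CBFb-SMMHC; some results filed as inactive read as strong as hits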
Runt-CBFb FRET: Runt domain-CBFb interaction inhibition. Cerulean-Runt/Venus-CBFb FRET ratio 530/480, 1 h. inhibition, % at 20 µM. 0.46% of 220,000 active. AID 1496;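 active = inhibition over about 50% at 20 µM in the single-dose screen, limit read from the data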;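 note: 0% = DMSO wells and 100% = excess unlabeled CBFb competitor control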
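test system = Cerulean-tagged RUNX1 Runt domain (FRET donor) fusion protein | reagent = Venus-CBFb binding partner, 100 nM | incubation = protein complex preformed 1 h, compound exposure 1 h, room temperature, dark | detection = FRET fluorescence | read-out basis = loss of energy transfer signal | controls = 5 µM unlabeled CBFb as full-inhibition high control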
KLK5 inh: inhibitors of human kallikrein 5; recombinant hK5, fluorogenic AMC substrate cleavage; inhibition, % at 5 µM; 0.59% of 210,000 active; AID 873;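 active = inhibition of 40% or more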;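 note: 0% = enzyme controls without compound and 100% = no-enzyme blanks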
Target sequence (Q9Y337 67-293 limits assumed): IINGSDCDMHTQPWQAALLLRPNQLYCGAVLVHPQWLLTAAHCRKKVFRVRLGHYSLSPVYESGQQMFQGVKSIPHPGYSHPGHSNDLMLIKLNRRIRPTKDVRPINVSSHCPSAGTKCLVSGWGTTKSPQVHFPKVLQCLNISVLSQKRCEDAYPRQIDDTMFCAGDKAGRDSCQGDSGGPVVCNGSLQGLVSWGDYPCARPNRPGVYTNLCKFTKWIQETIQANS
Active calls of the source: *; . = not tested or not shown; [ ] = remark or other dose.

SMILES	thrombin 1536	Hck-Nef inh	FXIa inh 1536	14-3-3 Bad inh	Wee1 degr inh	FXIIa inh	Runt-SMMHC FRET	Runt-CBFb FRET	KLK5 inh
Cc1cccc(NC(=O)c2cccc(Cn3cc(Br)c([N+](=O)[O-])n3)c2)c1C	0	1	-3	24	3	5	-2	-1	-1
O=C1Cc2ccccc2C(c2ccccc2)N1 (centres undefined)	-3	1	4	79*	2	14	-4	2	-14
COc1ccc(N/C=C/C(=O)c2sc(-c3ccccc3)nc2C)cc1	-2	0	-8	-19	0	-2	-116	-33	-24
Cc1cc(=O)[nH]c(SC(C(=O)O)c2ccccc2)n1 (centres undefined)	-10	7	8	3	6	6	2	1	-8
C=CCNc1nc(-c2cc3ccccc3o2)cs1	-3	-1	6	12	0	9	-1	4	-6
COc1cccc(-c2cc(C(=O)N3CC4(C)CC3CC(C)(C)C4)no2)c1 (centres undefined)	2	2	-1	-10[fluorescence artefact?]	-2	10	-6	-8	-6
CCOc1ccc(C(=O)Nc2ccc3c(c2)OCO3)cc1OCC	-10	1	-6	0[fluorescence artefact?]	-1	2	2	1	-18
Nc1cc(=O)[nH]c(SCc2nnnn2-c2ccc(Cl)cc2)n1	-19	1	-3	-2[fluorescence artefact?]	1	7	-3	4	-8
CCn1c(NCc2ccccc2NS(=O)(=O)c2ccc(C)cc2)nc2ccccc21	-8	3	5	-6[fluorescence artefact?]	1	4	0	2	-14
COc1ccc(/C=C/C(=O)Nc2cccc(N3CCOCC3)c2)cc1OC	-8	2	-11	-6[fluorescence artefact?]	-1	2	4	-1	-19
Cc1cccc(-n2c(-c3ccco3)nc3nc4ccccc4nc32)c1	-3	2	20	-2	-4	7	22	-6	-287
CCC(C)N1C(=O)CCC1C(=O)NCc1ccc2c(c1)OCO2 (centres undefined)	-12	1	-2	-2	6	6	2	2	-18
COc1ccc2c(c1)-c1nc(/N=C/c3cccc(OC)c3O)sc1CC2	-3	0	5	-10	-1	10	21	43	-16
CCOc1nc(-c2ccccc2Cl)nc2ccccc12	-8	17	0	-10	-2	6	-1	-3	-1
CC(OC(=O)C1CC1)C(=O)Nc1ccc([N+](=O)[O-])cc1Cl (centres undefined)	-7	22	2	4	3	3	0	0	-5
CC1CCc2sc(C(=O)N/N=C/c3ccc(O)cc3)cc2C1 (centres undefined)	-7	20	7	-2	5	12	4	-2	4
CC1(C)CC(CCN)(Cc2ccccc2Cl)CCO1 (centres undefined)	-7	25	1	-3	-4	7	0	0	0
Cn1c(N)c(C(=O)COC(=O)c2cc(C3CC3)nc3ccccc23)c(=O)n(Cc2ccccc2)c1=O	2	-4	5	-3	-2	15	-5	-1	-7
CCOc1ccc(N2C(=O)C3C(C2=O)C3(c2ccccc2)c2ccccc2)cc1 (centres undefined)	0	5	8	-6[fluorescence artefact?]	-1	14	0	-1	-14
CC(C)CNC(=O)C1CCCN(S(=O)(=O)c2ccc(-n3cnnn3)cc2)C1 (centres undefined)	-6	0	-11	3	-2	-6	3	-6	11
O=C(NCc1ccco1)C(c1ccco1)N(Cc1cccs1)C(=O)Cn1nnc2ccccc21 (centres undefined)	2	12	8	0	1	16	8	-1	-6
Cc1ccc(S(=O)(=O)NC(c2ccccc2)C(C)C(=O)n2nc(C)cc2C)cc1 (centres undefined)	-5	1	-7	11	-2	0	-3	-2	-1
Cn1c(=O)c([N+](=O)[O-])c(NCCCn2ccnc2)c2ccccc21	-1	15	9	-5	1	2	-2	2	1
COc1cc(C(=O)Nc2cccc(-c3nnc(-c4ccco4)o3)c2)ccc1OC(C)=O	-5	-7	-7	-8	-2	-5	0	-6	-25

Just Wee1 degr inh, for 2 of the compounds above:
Structure | Wee1 degr inh
CC1(C)CC(CCN)(Cc2ccccc2Cl)CCO1 (centres undefined) | -4
COc1cc(C(=O)Nc2cccc(-c3nnc(-c4ccco4)o3)c2)ccc1OC(C)=O | -2

Remaining list, next part:
SMILES	thrombin 1536	Hck-Nef inh	FXIa inh 1536	14-3-3 Bad inh	Wee1 degr inh	FXIIa inh	Runt-SMMHC FRET	Runt-CBFb FRET	KLK5 inh
Cn1c(SCC(=O)Nc2sccc2C(N)=O)nnc1-c1ccncc1	-11	8	-4	4	2	-3	-4	1	11
CCC(C)NC(=O)c1ccc(N2CCC3(CC2)OCCO3)c([N+](=O)[O-])c1 (centres undefined)	-3	3	0	-2	-4	4	3	2	-22
O=[N+]([O-])c1cccc(S(=O)(=O)c2ccc(N3CCCCC3)c([N+](=O)[O-])c2)c1	-3	2	9	-5	0	6	4	0	-2
Cn1c(CNC(=O)OC(C)(C)C)nnc1SCC(=O)N1CCOCC1	-8	12	-5	-1	-1	8	-1	2	-3
CC1(C)CC(CCNC(=O)CCl)(c2ccccc2)CCO1 (centres undefined)	-1	18	11	1	6	6	0	1	2
CC1CN(C(=O)COC(=O)c2ccc(Cl)nc2)CC(C)O1 (centres undefined)	-17	20	-7	-1	-1	7	-4	-1	-4
CCOc1ccc(C(=O)NCCn2cc(SCC(=O)Nc3cc(C)on3)c3ccccc32)cc1	2	1	0	4	6	13	1	-1	-5
NC(=O)c1nn(-c2ccccc2)nc1NC(=O)CN1CCCCC1	-1	3	-2	-7	-2	7	-4	1	-11
N/C(COc1ncn(-c2ccccc2)n1)=N\S(=O)(=O)c1ccccc1	3	11	-1	-5	4	10	-1	-1	-8
COc1ccc(OC)c(NC(=O)c2ccc(NS(C)(=O)=O)cc2)c1	-1	1	-15	-15	2	6	2	0	-30
CCN1c2ccccc2NC2N=C(OC)C(c3ccccc3)C21 (centres undefined)	-2	-1	5	3	0	11	-24	-11	-17
O=C(CN1CCN(c2ccc(O)cc2)CC1)NC1CCCc2ccccc21 (centres undefined)	-12	9	3	-5[fluorescence artefact?]	2	3	44	45	-13
CC1CN(CC(O)COc2ccccc2C(C)(C)C)CC(C)O1 (centres undefined)	-3	-1	-23	21	-3	-3	-1	-4	-5
N#C/C(Cn1c[n+](NC(=O)Nc2ccccc2)cn1)=N/O	-2	-1	2	13[fluorescence artefact?]	0	8	4	0	-10
O=C(NNS(=O)(=O)c1ccccc1C(F)(F)F)c1cccc(S(=O)(=O)Nc2ccccc2Cl)c1	0	2	6	-28	-1	10	11	1	-21
O=c1cc(CO)oc(CN2CCCC2)c1O	0	-1	-2	21	-1	17	-2	3	-9
Cc1cc(Nc2ccc(F)cc2C)n2ncnc2n1	-5	-8	2	4[fluorescence artefact?]	4	8	-3	0	-6
CN1CCC(=NNC(=O)C(=O)Nc2cccc(Br)c2)CC1	-3	-4	-7	-5	0	-1	-4	.	-17
CCOc1ccc2c(c1)[N+](C)(C)C(C)(C)C=C2C	-14	8	-9	6	-4	-2	4	-4	-6
CCCCCC(=O)Nc1ccc(S(=O)(=O)Nc2nccnc2OC)cc1	-5	4	4	-4	4	6	1	-2	-2
Cc1ccc(S(=O)(=O)N2C(=O)C(c3ccccc3)SC2=Nc2ccccc2)cc1 (centres undefined)	-5	-1	-17	3	-1	-12	0	7	7
CCN(/C=N/S(=O)(=O)c1ccc(Cl)cc1)CC	1	0	1	-15	-1	10	0	0	14
CC1CN(Cc2ccccc2)c2ccccc2NC1=S (centres undefined)	1	-22	3	-4[fluorescence artefact?]	-3	11	-1	2	-12
COc1ccc(-c2nnc(SCC(=O)c3cc(C)n(Cc4cccs4)c3C)o2)cc1	-12	7	-6	75*	-3	-4	-4	7	-28

Record cards, as listed above. Screens in order: thrombin 1536	Hck-Nef inh	FXIa inh 1536	14-3-3 Bad inh	Wee1 degr inh	FXIIa inh	Runt-SMMHC FRET	Runt-CBFb FRET	KLK5 inh
CC1CN(CC(O)COc2ccccc2C(C)(C)C)CC(C)O1 (centres undefined) in the list: -3	-1	-23	21	-3	-3	-1	-4	-5
CCCCCC(=O)Nc1ccc(S(=O)(=O)Nc2nccnc2OC)cc1 in the list: -5	4	4	-4	4	6	1	-2	-2
CC1(C)CC(CCNC(=O)CCl)(c2ccccc2)CCO1 (centres undefined) in the list: -1	18	11	1	6	6	0	1	2

(next part)
SMILES	thrombin 1536	Hck-Nef inh	FXIa inh 1536	14-3-3 Bad inh	Wee1 degr inh	FXIIa inh	Runt-SMMHC FRET	Runt-CBFb FRET	KLK5 inh
O=c1c(=Nc2ccccc2O)c(=O)c2ccccc12	-2	19	-5	-13	-3	1	2	22	-27
c1csc(-c2nn3c(Cn4nnc5ccccc54)nnc3s2)c1	15	1	17	2	1	17	11	-1	32
CCN1CCn2c3c(c4cc(C)ccc42)CCCC31 (centres undefined)	5	2	7	9	0	11	-4	-2	-10
CCCCNC(=O)CSc1nnc(-c2ccc(S(=O)(=O)N3CCCC3)cc2)n1C	-1	10	6	13	-2	8	3	-2	3
CN(c1ccccc1C(=O)NCc1ccco1)S(C)(=O)=O	-7	7	0	-12	-1	7	-2	4	-26
O=C(c1ccc2c(c1)OCO2)N1CCN(c2ccc(Cl)cc2)CC1	-5	-1	0	9	-1	10	-1	-2	10
C/C(=N\NC(=O)C(O)(c1ccccc1)c1ccccc1)c1ccc(C)o1	0	7	19	9[fluorescence artefact?]	2	27	-2	-1	-6
Cc1ccc(S(=O)(=O)N2CCN(C(=O)C3CCN(C(=O)c4ccccc4C)CC3)CC2)cc1C	-2	22	0	-13	3	5	1	-1	0
COc1ccccc1OCCC(=O)OCCN1C(=O)c2ccccc2C1=O	2	2	4	-10	-2	21	0	-1	-1
C=C(C)C(=O)Nc1cccc(C2=NOC3(C2)C[C@@H](C(N)=O)N(C(=O)C2(C)CC2)C3)c1 (some centres undefined)	-1	26	2	41	.	7	-4	3	9
Cc1cc(Br)ccc1OCC(=O)NNC(=O)c1cnccn1	0	1	8	5[fluorescence artefact?]	-2	12	4	1	-18
COC(=O)c1ccc2nc(NC(=O)C3CCCCC3)sc2c1	0	21	0	-4	-1	9	-1	-3	3
Cc1ccc(C)c(C(C)NC(=O)c2ccccc2Br)c1 (centres undefined)	-2	4	8	-2	-1	10	0	-2	-16
COc1cc(CNc2ccc3[nH]c(=O)[nH]c3c2)cc(Cl)c1OCC(=O)NC(C)(C)C	-6	3	-6	-6	-2	3	-7	5	-3
CN1C/C(=C/c2ccsc2)C(=O)/C(=C/c2ccsc2)C1	-4	-2	5	-2	-1	16	-2	1	-3
O=C(CSc1nc(-c2ccc(F)cc2)cs1)N1CCN(C(=O)c2ccco2)CC1	-1	-2	8	-16[fluorescence artefact?]	2	4	4	-2	-9
C=CCc1cccc(C=Nc2cccn3cc(-c4ccccc4)nc23)c1O	-14	18	-1	-16	1	4	-2	0	1
O=C(CC(c1ccc(F)cc1)c1ccco1)N1CCCC1 (centres undefined)	-3	-1	1	12	3	10	-5	-1	3
O=C(CN(C1CCCCC1)S(=O)(=O)c1ccc(F)cc1)Nc1ccc2c(c1)OCO2	-5	9	-8	-12	3	1	-4	-1	-4
CCOc1ccc(CC(=O)C2C(=O)CCCC2=O)cc1OCC	3	0	25	11[fluorescence artefact?]	0	31	-4	-1	-16
CN(C)c1ccc(C(=O)NC2(N3CCC3=O)CCCC2)cc1	-10	23	-6	-9	0	1	-2	7	-6
COC(=O)c1c(C)oc(C)c1S(=O)(=O)Nc1ccccc1	-6	12	0	-17	-4	4	0	0	-4
N#Cc1cccc(OCC(=O)NC(=O)NCc2ccccc2)c1	-12	22	-3	-14	0	7	1	-1	1

No enrichment for hits; any-hit rate near 4.2%.
